SIAH1 antagonists – Siah-1 peptide-binding antagonists, primary screen, biochemical, fluorescence polarization, rhodamine-plectin, uHTS (AID 1817) | displacement, % at 20 µM; hits with a dose series show IC50 in µM | 0.02% of 290,000 active | Siah-1 / rhodamine-plectin peptide fluorescence polarization; higher % means a stronger effect;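 active means displacement of at least 50% at 20 µM, with a fluorescence ratio check between 0.3 and a set limit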;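 further: plate controls were Siah plus tracer with DMSO for no effect and tracer alone without Siah for full effect; strong numbers were not always called active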
AID2073 – inhibitors of Mint1-CaV2.2 protein interaction, biochemical, HTRF (AID 2073); HTRF protein-protein interaction, Mint1-CaV2.2; higher % means a stronger effect; inhibition, % at 20 µM; hits with a dose series show IC50 in µM; 0.19% of 290,000 active; in the data active means inhibition mostly above about 51%, no sharp cut-off; inconclusive means no clear call, values can overlap the other calls; inactive means mostly below about 53%; further: some results filed as inactive read as strong as hits
Dengue-2 NS5 capping – flavivirus cap methylation enzyme inhibition – biochemical, confirmation dose response, primary screen (AID 588689); Dengue-2 NS5 methyltransferase capping enzyme assay, biochemical; higher % means a stronger effect; one-dose inhibition, % at 25 µM; IC50 in µM for titrated hits; 0.3% of 340,000 active; in the data active means a potency from the dose series; inconclusive means inhibition above about 29% without an active follow-up result
GPR35 antagonists – inhibition of zaprinast-stimulated GPR35 beta-arrestin translocation – imaging, U2OS, beta-arrestin-GFP, zaprinast agonist, primary screen (AID 2058). U2OS GPR35 beta-arrestin-GFP translocation imaging, zaprinast antagonism; higher % means a stronger effect. one-dose inhibition, % at 10 µM; IC50 in µM for titrated hits. 0.052% of 290,000 active;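 active means inhibition of at least 50% with at least 30 cells and total cytoplasm GFP at most 10,000,000; inconclusive means under 30 cells or total GFP of 10,000,000 plus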
GPR55 beta-arrestin – GPR55 agonists via beta-arrestin recruitment, primary screen, imaging, U2OS cells, beta-arrestin-GFP redistribution (AID 1961) | U2OS GPR55 beta-arrestin-GFP redistribution imaging; higher % means a stronger effect | activation, % at 10 µM, or EC50 in µM where a hit was titrated | 0.048% of 290,000 active;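 active means activation above 40% with more than 50 cells counted in the well; inconclusive means wells holding fewer than 50 cells, flagged as toxic or sparse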;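 further: U2OS osteosarcoma cells stably expressing GPR55 and beta-arrestin-GFP; plate controls were DMSO negative control for no effect and LPI positive control for full effect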
HIV peptide binding – inhibitors of HIV fusion peptide binding, primary screen, biochemical, uHTS, fluorescence dequenching (AID 1986); cell-free peptide binding, fluorescence dequenching, 30 min; higher % means a stronger effect; inhibition, % at 20 µM, or IC50 in µM where a hit was titrated; 0.3% of 290,000 active; in the data active means inhibition mostly above about 52%, no sharp cut-off; inactive means mostly below about 76%; further: some results filed as inactive read as strong as hits
GPR55 antagonists – inhibition of LPI-stimulated GPR55 beta-arrestin translocation – imaging, U2OS, beta-arrestin-GFP, LPI agonist, primary screen (AID 2013); inhibition, % at 10 µM; hits with a dose series show IC50 in µM; 0.13% of 290,000 active; U2OS GPR55 beta-arrestin-GFP translocation imaging, LPI antagonism; higher % means a stronger effect;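 active means spots per cell inhibited over 60%, with over 100 cells counted and total cytoplasm intensity under 500,000; inconclusive means wells with under 100 cells, flagged as likely toxic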;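 further: U2OS cells stably carrying GPR55 and arrestin-GFP stimulated by 5 µM LPI near EC80; imaged beta-arrestin-GFP aggregate spots per cell after agonist stimulation; plate controls were LPI-stimulated DMSO wells for no effect and DMSO wells without LPI for full effect; some results filed as inactive read as strong as hits; confirmed hits need IC50 under 10 µM and bright autofluorescent wells are also inconclusive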
NTR1 agonist – agonists of NTR1, primary screen, imaging, U2OS cells, beta-arrestin-GFP, high content (AID 493036); 0.17% of 330,000 active; P30989; NTR1-U2OS beta-arrestin-GFP spot imaging, agonist mode; activation, % at 20 µM;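 active means activation at or above 40% of the spot to cytoplasm intensity ratio, with at least 20 cells analyzed; inconclusive means wells under 20 cells, flagged as cytotoxic or low count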;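 further: 0% = DMSO without peptide and 100% = 100 nM NTR1 peptide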
Target sequence (P30989 whole entry, looked up): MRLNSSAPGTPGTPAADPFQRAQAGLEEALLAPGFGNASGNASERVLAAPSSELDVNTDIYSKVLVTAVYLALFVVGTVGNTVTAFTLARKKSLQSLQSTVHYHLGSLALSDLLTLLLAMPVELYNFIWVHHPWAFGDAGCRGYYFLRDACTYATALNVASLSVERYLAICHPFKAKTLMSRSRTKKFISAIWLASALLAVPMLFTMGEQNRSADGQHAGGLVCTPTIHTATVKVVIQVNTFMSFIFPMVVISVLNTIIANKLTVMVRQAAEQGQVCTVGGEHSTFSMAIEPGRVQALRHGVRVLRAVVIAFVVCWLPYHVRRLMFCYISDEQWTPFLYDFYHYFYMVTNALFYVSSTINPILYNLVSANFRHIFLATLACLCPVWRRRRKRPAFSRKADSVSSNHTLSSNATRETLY
K1F lysis inhibition – inhibition of K1F phage lysis, E. coli UTI89, bacterial capsule biogenesis inhibitors, alamar blue (AID 488966). E. coli UTI89 K1F phage lysis, alamar blue, 2 h; higher % means a stronger effect. inhibition, % at 100 µM, or IC50 in µM where a hit was titrated. 0.02% of 340,000 active;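 active means phage lysis inhibition, versus mean bacterial control, above a set limit; inconclusive means no clear call, values can overlap the other calls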;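 further: capsule biogenesis inhibitors block K1F phage lysis so surviving cells raise fluorescence; higher fluorescence means more inhibition of phage lysis; actives were called in the ten point dose series up to 300 µM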
NTR1 agonist cell count 20 µM – further read-out of NTR1 agonist, marked with its call; cell count; measured here: cell count, cytotoxicity flag
Dengue-2 NS5 capping pilot replicate – second read-out of Dengue-2 NS5 capping, no call of its own (marks repeat the call); inhibition, %; measured here: pilot screen replicate inhibition
The depositor's hits bear a star; i = inactive; ? = inconclusive; . = not tested or not shown; & = joins results of further samples; [ ] = dose if it differs, or a comment. Random draw from the library (roughly 1.2% active in at least one column).

SMILES	SIAH1 antagonists	AID2073	Dengue-2 NS5 capping	GPR35 antagonists	GPR55 beta-arrestin	HIV peptide binding	GPR55 antagonists	NTR1 agonist	NTR1 agonist cell count 20 µM	K1F lysis inhibition	others
CCCCCC(=O)N1CCN(CCN=CC2=C(O)CC(c3ccc(OC)cc3)CC2=O)CC1 (stereo unspecified)	-3%	1%	8%&5%	13%	-0.1%	-1.6%	-8%	0.7	31	-5.4%&1.3%
CCCCCCCC(=O)N1c2ccccc2NC(=O)C1CC(=O)Nc1ccc(C(=O)O)cc1 (stereo unspecified)	11%	14%	8%	4%	0.2%	2.9%	9%	1.8	66	0.1%
Cc1ccc(-c2nnn(CC(=O)N(Cc3cccs3)C(C(=O)NC(C)(C)C)c3ccco3)n2)o1 (stereo unspecified)	-1%	5%	-8%	-12%	-0.1%	2.0%	2%	-0.7	48	0.7%
N#Cc1c(N2C(=O)Nc3ccccc3N2O)sc2c1CCCC2	9%	2%	-1%	5%	0.0%	0.1%	1%	1.4	42	-0.8%
N#Cc1c(SCC(N)=O)nsc1SCc1ccccc1Cl	1%	-7%	-8%	3%	-0.1%	-0.9%	-14%	1.5	48	0.4%
CN1CCN(S(=O)(=O)c2ccc(N)cc2)CC1	11%	7%	-1%	-16%	0.4%	3.1%	0%	0.6	74	i
COc1cc(CN2CCCCC2)ccc1OCc1ccccc1	-2%	3%	-2%	2%	-0.2%	-0.1%	6%	1.1	58	0.2%	Dengue-2 NS5 capping pilot replicate=4.5
CCC(=O)n1nc(-c2cccnc2)nc1NCc1cccs1	5%	-10%	0%	14%	-0.7%	-0.6%	14%	-0.6	58	-0.1%
CCC(C)NC(=O)c1ccccc1NC(=O)Nc1ccccc1 (stereo unspecified)	7%	6%	-7%	7%	-0.1%	-0.7%	16%	7.1	40	2.3%
CC1CCCC(C)N1CCCNC(=O)CN1C(=O)c2cccnc2Oc2ccc(Cl)cc21 (stereo unspecified)	-6%	8%	-1%	5%	-0.3%	-0.1%	-2%	-1.0	57	1.7%
Nc1ccc2nn(-c3ccc(F)cc3)nc2c1	3%	?	.	11%	0.2%	1.9%	-3%	-1.4	58	1.9%
CCCCN(CCCC)Cc1ccc(C(=O)NNC(=O)Nc2ccc(Cl)cc2)o1	2%	-15%	-25%	-5%	0.1%	-0.9%	5%	0.0	49	0.4%
Cc1ccc(C(=O)COC(=O)c2cc(=O)[nH]c3ccccc23)cc1C	33%	19%	-4%	22%	-0.1%	3.7%	-7%	2.8	51	-0.7%
COc1ccc(OC)c(-c2csc(NC(=O)Cc3ccc(OC)c(OC)c3)n2)c1	4%	-2%	-7%	-1%	-0.2%	-0.4%	-6%	2.0	57	0.1%
O=c1oc(-c2ccccc2)nc2ccsc12	3%	0%	-10%	4%	0.0%	0.4%	10%	-1.1	51	1.6%
O=C(O)CCSc1nnc(CNc2ccc(Cl)cc2)n1Cc1ccccc1	0%	-1%	-2%	12%	-0.2%	5.3%	14%	1.2	79	-6.0%
O=C(Nc1nnc(C2CC2)s1)C1CCCCN1S(=O)(=O)c1ccccc1 (stereo unspecified)	1%	44%	3%	14%	-0.5%	-0.8%	-6%	1.8	67	0.2%
CC(=O)NCCC(=O)Nc1nc(-c2ccc3c(c2)OCCO3)cs1	-3%	3%	2%	2%	-0.1%	-0.4%	-1%	0.7	59	-0.1%
CCc1ccc(NC(=S)NC2CCN(Cc3ccccc3)CC2)cc1	-2%	-16%	1%	-3%	0.0%	-0.9%	6%	-1.3	49	0.4%
CCc1nnc(NS(=O)(=O)c2ccc(NC(=O)c3cccc(Cl)c3)cc2)s1	3%	6%	14%	-6%	-0.5%	24%	15%	-0.4	35	0.1%
COc1cc(C(=O)N2CCN(c3cc(Cl)ccc3Cl)CC2)cc(OC)c1OC	13%	2%	1%	-4%	-0.1%	-0.7%	2%	3.9	84	1.5%
Clc1ccc(-c2csc(N/N=C/c3ccco3)n2)cc1	-2%	-22%	-8%	-7%	-0.2%	2.6%	6%	4.7	67	0.7%
COc1ccc(N2C(=O)CC(Nc3ccc(F)cc3)C2=O)c([N+](=O)[O-])c1 (stereo unspecified)	1%	-5%	-2%	0%	0.1%	-1.8%	8%	2.4	30	-0.4%
O=C(O)c1ccc(N2C(=O)c3cccnc3C2=O)cc1	8%	-1%	-2%	-8%	-0.2%	-0.2%	5%	-1.0	41	-0.4%
Cc1ncc([N+](=O)[O-])n1CC(=O)Nc1ccc(F)c(Cl)c1	2%	8%	-3%	8%	-0.2%	-1.1%	5%	-0.5	76	0.0%
COCCNC(=O)CSc1nc2sc(C)c(C)c2c(=O)n1-c1ccccc1	-2%	7%	.	3%	-0.1%	-0.6%	3%	0.8	49	.
Fc1ccc(-c2ccc(/C=N\n3cnnc3)o2)cc1Cl	2%	1%	3%	-1%	0.0%	-1.1%	11%	0.4	49	0.7%[50 µM]
Cc1cc(Cl)ccc1C(=O)C1CCCN(C(=O)c2cncs2)C1 (stereo unspecified)	7%	4%	-15%	-2%	-0.2%	-0.2%	1%	1.5	67	0.1%
CC(C)CNC(=O)CC(NCC(C)C)C(=O)O (stereo unspecified)	2%	-6%	.	-5%	0.1%	-0.6%	14%	-0.6	56	.
COc1cc(-c2csc(CCn3nc(C)cc3C)n2)cc(OC)c1OC	-2%	-5%	1%	1%	-0.2%	-0.7%	-12%	0.3	40	-0.2%
COc1cccc(NS(=O)(=O)c2ccc3c(c2)NC(=O)C(C)S3)c1 (stereo unspecified)	-4%	-6%	-4%	-2%	-0.2%	0.0%	2%	4.8	51	-0.2%
CCC(c1nnc(SCC(=O)Nc2nnc(-c3ccccc3)o2)n1Cc1ccccc1)N(C)C (stereo unspecified)	-4%	-18%	-3%	0%	0.5%	1.6%	6%	0.6	100	0.3%
c1ccc(N2CCN(Cc3ccnc4ccccc34)CC2)cc1	7%	-3%	4%	8%	-0.1%	2.1%	11%	0.2	72	6.2%
COc1ccc(NS(=O)(=O)c2cc(C(=O)O)ccc2C)cc1	3%	-5%	-3%	22%	0.4%	4.7%	-8%	1.2	47	0.9%
O=C(c1ccc(F)cc1)c1ccc(CN2C(=O)c3ccccc3C2=O)o1	-5%	0%	-6%	-3%	0.6%	-1.9%	2%	1.3	77	-0.1%
CC(C)c1ccc(C(C(=O)NC2CCCCC2)N(C(=O)c2csnn2)C2CC2)cc1 (stereo unspecified)	-1%	-2%	0%	21%	0.0%	0.2%	-7%	1.8	54	-2.0%
O=C1/C(=C/c2cccs2)N=C(c2cccs2)N1Nc1ccccc1	3%	2%	-8%	16%	0.3%	-0.5%	7%	7.7	37	-0.5%
N#CCOC(=O)c1c2c(nc3ccccc13)CCC2	-4%	14%	-3%	7%	0.1%	-0.7%	5%	1.8	54	-0.4%
C[C@@H]1CN(C(=O)c2nc3ccc(Cl)cn3c2CN2CCc3sccc3C2)C[C@H](C)O1	-4%	-1%	-7%	4%	0.2%	2.2%	-2%	-2.0	64	0.0%
CCOC(=O)c1cc2c(nc1N)CC(C)(C)OC2	9%	7%	-1%	-9%	0.6%	-0.7%	3%	-0.7	43	-0.6%
CCC(C)NC(=O)Cn1cccc1C(=O)c1ccccc1 (stereo unspecified)	-2%	19%	3%	-3%	-2.3%	1.5%	2%	0.7	51	0.4%
Cc1ccc2nc(SCC(=O)N3CCN(C(=O)c4ccco4)CC3)[nH]c2c1	-8%	-10%	-8%	9%	-0.2%	-2.2%	8%	-0.6	80	0.7%[50 µM]
COc1ccccc1-c1nnc(NC(=O)c2ccc(S(=O)(=O)N(C)C)cc2)o1	7%	0%	2%	13%	-0.1%	0.9%	27%	-1.2	53	4.6%
CCOc1cccc(-c2nnc3sc(C4CCCCC4)nn23)c1	2%	11%	-9%	18%	-0.2%	12%	2%	0.6	81	-0.8%
O=C(CC1C(=O)NCCN1CC1CCCCC1)NCc1ccc(F)cc1F (stereo unspecified)	-4%	-7%	.	14%	0.3%	2.6%	2%	0.1	92	0.4%
Cn1cc(CN2CCC(n3nccc3NC(=O)CCCc3ccccc3)CC2)cn1	-4%	0%	-5%	20%	-0.1%	2.4%	10%	-0.9	59	0.2%
Cc1cc(NS(=O)(=O)c2ccc(NC(=O)CSc3nc4sc(C(=O)O)c(C)c4c(=O)[nH]3)cc2)no1	2%	9%	2%	-21%	0.5%	14%	8%	1.5	25	2.1%
O=C(CC(=O)Nc1ccc(Cl)c(Cl)c1)N/N=C/c1ccc(O)cc1	4%	5%	-7%	3%	0.2%	0.4%	10%	1.8	63	-5.2%
Cn1c(SCC(=O)NC(C)(C)C)nnc1-c1cccc(NC(=O)c2ccccc2F)c1	-3%	-5%	-4%	8%	-0.1%	1.6%	-2%	-0.8	77	0.4%
O=C(NCc1cccs1)c1ccccc1	-3%	6%	-1%	15%	0.2%	1.5%	-7%	2.1	76	0.0%	Dengue-2 NS5 capping pilot replicate=-0.3
More entries:
SMILES	SIAH1 antagonists	AID2073	Dengue-2 NS5 capping	GPR35 antagonists	GPR55 beta-arrestin	HIV peptide binding	GPR55 antagonists	NTR1 agonist	NTR1 agonist cell count 20 µM	K1F lysis inhibition	others
COc1ccc(/C=C/C(=O)NC(=S)NCc2ccccc2)cc1OC	8%	18%	-5%	7%	0.4%	0.4%	11%	2.2	49	-0.2%
O=C(Nc1ccccc1F)c1ccc(-n2cncn2)nc1	0%	1%	-2%	6%	-0.2%	-1.3%	8%	2.7	45	0.7%
COc1ccc(S(=O)(=O)Nc2ccc(S(=O)(=O)Nc3nccs3)cc2)cc1	-9%	-5%	-5%	14%	-0.2%	4.2%	-4%	-0.8	42	0.6%
CCOc1ccc(C(c2nnnn2C(C)(C)C)N2CCN(C(=O)c3ccco3)CC2)cc1 (stereo unspecified)	0%	-7%	-2%	-4%	0.5%	0.0%	-3%	1.3	44	-0.3%
CCN(CC)S(=O)(=O)c1ccc(N2CCCC2)c(NC(=O)Cc2cc(OC)c(OC)c(OC)c2)c1	-2%	4%	-2%	13%	-0.1%	-0.2%	5%	0.6	44	0.4%
Nc1cc(S(=O)(=O)Nc2ccc(Cl)cc2)ccc1N1CCOCC1	3%	-32%	-10%	-4%	-0.3%	-2.0%	-2%	0.1	63	1.6%
COc1ccccc1NC(=S)NCCSc1ccc(C)cc1	4%	1%	5%	-26%	0.8%	-1.1%	-7%	2.4	36	0.2%
